S1P3 antag – antagonists of human S1P3 receptor. Q99500. CHO S1P3 NFAT-BLA reporter, FRET fluorescence, antagonist mode. inhibition, % at 4.98 µM. 0.27% of 170,000 active. AID 485;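 active = inhibition above the plate cutoff, the mean inhibition of test wells on that plate plus 3 SD, cut at about 28% in these data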;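 also: cells challenged with S1P at its EC80 of 0.8 µM; blue over green emission ratio from cleaved BLA substrate after 4 h stimulation; 0% = S1P-stimulated wells and 100% = unstimulated DMSO-only wells; some compounds past the cut are filed as inactive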
PPARg SRC1 recr – promotes SRC-1 coactivator recruitment by human PPARgamma; P37231; PPARgamma-SRC-1 coactivator recruitment biochemical assay; activation, % at 8 µM; 0.41% of 200,000 active; AID 631; in the data active = activation above about 19%;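 also: 0% = DMSO and 100% = reference agonist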
STAT1 inh – inhibitors of IFN-gamma induced STAT1 signaling. NIH 3T3 STAT1-luciferase reporter, luminescence. inhibition, % at 5.5 µM. AID 920. 0.35% of 200,000 active;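 active = inhibition above a set limit, the mean inhibition across all tested compounds plus 3 SD, cut at about 34% in these data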;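 also: 0% = IFN-gamma with DMSO and 100% = IFN-gamma with 300 µM nifuroxazide; values of inactives mirror those of a sister screen read the other way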
RAM inhibit – yeast RAM network inhibition. S. cerevisiae dse1pr::URA3 reporter, 5-FOA growth OD615, 2 d; analog-sensitive cbk1-as2 kinase mutant strain. inhibition, % at 50 µM. 1.8% of 190,000 active;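 active = inhibition above a set limit, 3 SD over mean compound inhibition, cut at about 8.4% in these data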;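 also: 0% = DMSO-only wells with no growth and 100% = 10 µM 1-NA-PP1 full growth; inhibition rescues growth on 5-FOA so higher OD means more RAM inhibition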
ROMK mod – modulates human ROMK potassium channel activity; P48048; Tet-inducible ROMK, thallium flux fluorescence; actives lie on both sides; B-score at 10 µM; 2% of 130,000 active; AID 1918;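 active = signal ratio slope over the read window, or its plate-corrected B-score, at least 3 SD from the plate mean, either direction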;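 also: B-score of the F/F0 ratio slope over 7 to 12 s after thallium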
PPARg SRC2 recr – agonists of SRC-2 recruitment by human PPARgamma; P37231; PPARgamma LBD-SRC-2 recruitment, biochemical; activation, % at 8 µM; 0.34% of 200,000 active; in the data active = activation above about 22%;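 also: 0% = vehicle and 100% = reference agonist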
STAT3 blocker – reduces IL-6 driven STAT3 reporter signal; U3A cells, IL-6 STAT3-luciferase reporter, luminescence; host cell line lacks STAT1; inhibition, % at 5.5 µM; 0.89% of 190,000 active; AID 862;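 active = inhibition above the mean inhibition across all screened compounds plus 3 SD, cut at about 44% in these data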;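 also: 0% = DMSO only wells and 100% = 100 µM nifuroxazide control wells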
SRC2 TRFRET art – TR-FRET artefact, counter-screen to PPARgamma/SRC-2 agonist assay; stronger effect = higher value; TR-FRET ratio at 8 µM; 0.4% of 200,000 active; AID 1049; in the data active = TR-FRET ratio above about 2000; also: inactives centre near 1500
STAT3 activator – STAT3 signaling activation; U3A cells, IL-6 STAT3-luciferase reporter, luminescence; 100% = signal with IL-6 EC80 alone; activation (% of control), % at 5.6 µM; 0.91% of 190,000 active; AID 871;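 active = activation above the screen-wide mean of compound activation plus 3 SD, cut at about 130% in these data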;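 also: 0% = background luminescence of wells with medium and substrate only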
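Test system: STAT3-luciferase reporter U3A cells; Detection: reporter luminescence signal; Times: 1 h compound pre-exposure, 6 h IL-6 stimulation, 37 °C; Benchmarks: IL-6-only high control; Also added: IL-6 stimulus at 33 ng/mL final.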
PPARg SRC-3 ag – agonists of human PPARgamma SRC-3 coactivator recruitment; 0.26% of 200,000 active; biochemical PPARgamma/SRC-3 coactivator recruitment assay; P37231; activation, % at 8 µM; AID 731; in the data active = activation above about 23%;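 also: 0% = DMSO and 100% = reference agonist; some compounds past the cut are filed as inactive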
TLR4 MyD88 comp – inhibitors of human TLR4-MyD88 binding; O00206+Q99836; HeLa CL3-4 TLR4/MyD88 BLA complementation, FRET ratio; inhibition, % at 8.4 µM; 0.18% of 200,000 active; in the data active = inhibition above about 25%;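 also: 0% = vehicle and 100% = reference inhibitor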
Target sequence (O00206 whole entry, looked up): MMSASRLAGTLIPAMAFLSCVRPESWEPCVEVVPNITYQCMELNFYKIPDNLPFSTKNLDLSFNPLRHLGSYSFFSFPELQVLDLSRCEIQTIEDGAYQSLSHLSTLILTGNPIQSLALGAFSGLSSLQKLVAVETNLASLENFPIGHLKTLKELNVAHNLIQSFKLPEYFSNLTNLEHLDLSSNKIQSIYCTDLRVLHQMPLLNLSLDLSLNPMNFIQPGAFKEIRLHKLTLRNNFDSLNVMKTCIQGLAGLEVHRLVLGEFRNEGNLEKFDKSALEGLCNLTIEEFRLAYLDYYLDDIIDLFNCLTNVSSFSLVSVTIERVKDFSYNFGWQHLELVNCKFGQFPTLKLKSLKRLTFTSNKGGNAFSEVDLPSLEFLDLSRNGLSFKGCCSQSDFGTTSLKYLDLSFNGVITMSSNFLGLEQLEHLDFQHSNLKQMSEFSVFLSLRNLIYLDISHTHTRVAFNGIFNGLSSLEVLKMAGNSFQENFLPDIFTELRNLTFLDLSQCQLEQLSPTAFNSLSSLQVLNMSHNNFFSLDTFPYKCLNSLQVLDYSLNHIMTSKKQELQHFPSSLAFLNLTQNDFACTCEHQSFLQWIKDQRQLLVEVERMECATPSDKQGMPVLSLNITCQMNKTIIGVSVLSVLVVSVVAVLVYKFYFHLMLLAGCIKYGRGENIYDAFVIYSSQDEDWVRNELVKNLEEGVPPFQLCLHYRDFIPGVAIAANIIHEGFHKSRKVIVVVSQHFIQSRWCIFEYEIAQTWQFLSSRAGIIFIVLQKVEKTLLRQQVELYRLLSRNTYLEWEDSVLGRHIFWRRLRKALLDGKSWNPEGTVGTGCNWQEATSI
Target sequence (Q99836 whole entry, looked up): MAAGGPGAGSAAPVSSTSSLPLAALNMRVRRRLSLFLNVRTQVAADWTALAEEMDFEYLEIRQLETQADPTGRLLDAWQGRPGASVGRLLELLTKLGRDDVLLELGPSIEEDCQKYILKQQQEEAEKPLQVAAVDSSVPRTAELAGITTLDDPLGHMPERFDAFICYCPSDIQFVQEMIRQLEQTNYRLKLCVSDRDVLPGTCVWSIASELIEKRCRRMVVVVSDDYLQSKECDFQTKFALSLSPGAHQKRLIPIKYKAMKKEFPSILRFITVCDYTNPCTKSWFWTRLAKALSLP
An asterisk follows results filed as active; · = not tested or not shown.

Values in the order: S1P3 antag	PPARg SRC1 recr	STAT1 inh	RAM inhibit	ROMK mod	PPARg SRC2 recr	STAT3 blocker	SRC2 TRFRET art	STAT3 activator	PPARg SRC-3 ag	TLR4 MyD88 comp
> OCCc1ccc(-c2ccc(Cl)cc2)o1
    15.7	-5.6	-18.9	0.3	-0.84	2.5	4.8	1399	99.1	3.6	17.1
> COc1ccc(S(=O)(=O)Cc2ccc(C(=O)NCc3ccccn3)o2)cc1
    -11.4	2.1	-1.3	1.5	·	4.4	9.0	1601	99.9	-10.3	-11.1
> CC1CCN(C(=O)CSc2nc3c(cnn3-c3ccccc3)c(=O)[nH]2)CC1
    -44.3	2.4	7.0	2.5	·	-3.4	11.7	1456	94.4	-9.6	5.4
> O=C(CCC(=O)c1ccccc1)Nc1cccnc1
    ·	0.6	3.6	0.1	1.11	5.8	2.8	1645	97.6	-1.6	-6.4
> C/C(=N\NC(=O)Cn1c(C)nc2ccccc21)c1cccs1
    0.3	0.8	9.0	0.8	-2.11	-7.4	8.8	1525	90.7	-1.0	-5.8
> O=C(CN1CCOCC1)Nc1c(Cl)cc(Cl)cc1Cl
    -21.3	6.5	-8.9	-0.4	-0.548	0.1	2.7	1739	102.7	1.6	-9.5
> CCc1cccc(C)c1NC(=S)NCC1CCN(c2ccc(OC)cc2)C1 (stereo not drawn)
    8.9	2.7	-10.1	-1.6	·	6.1	1.8	1352	101.4	6.1	6.5
> Cc1cc(N/C=C\C(=O)c2ccc(Cl)c(Cl)c2)no1
    ·	6.0	-38.4	3.4	·	4.9	-7.8	1617	109.2	7.6	11.4
> FC(F)Sc1ccc(NC(=S)NCc2ccccc2)cc1
    -4.8	-1.6	3.4	0.6	-0.96	6.2	2.4	1565	97.9	-3.4	-3.0
> O=S(=O)(c1ccccc1)c1cnn(-c2ccccc2)c1-c1ccc(F)cc1
    ·	-3.1	4.2	2.1	·	-0.3	0.9	1489	105.6	-4.9	-0.8
> Cc1cc(C(C)(C)C)oc1C(=O)N(CC(=O)NC1CCCC1)c1c(C)cccc1C
    ·	-2.1	0.3	7.4	·	1.5	3.9	1481	105.5	-3.8	-14.4
> Cc1ccccc1S(=O)(=O)Oc1ccccc1C(=O)Oc1ccccc1
    ·	4.0	9.7	7.6	-0.0534	-1.4	2.1	1620	102.3	0.3	3.6
> Cc1cc(C(C)(C)C)oc1C(=O)N(CC(=O)NC1CCCC1)Cc1ccccc1Cl
    ·	7.7	4.2	0.6	·	-2.9	2.2	1687	103.0	1.5	-1.9
> Cc1onc(-c2ccccc2Cl)c1C(=O)NCCCN1CCOCC1
    13.6	5.4	4.4	-0.2	-0.0667	-0.2	2.5	1513	102.1	-0.3	3.4
> Cc1oc(-c2ccc(F)cc2)nc1CN(Cc1ccccn1)CC1CCCO1 (stereo not drawn)
    3.1	3.0	-2.7	1.1	-0.412	2.6	5.4	1581	99.2	3.8	-13.8
> CCC(C(=O)O/N=C(\N)c1cccc(C)c1)c1ccccc1 (stereo not drawn)
    ·	5.3	-5.5	3.0	-0.463	0.7	8.9	1647	97.3	-2.1	-0.5
> COc1cccc(C(C(=O)NC(C)(C)C)N(C(=O)CCC(=O)Nc2cc(C)on2)C(C)C)c1OC (stereo not drawn)
    -43.1	4.0	-1.4	0.9	-0.932	11.3	4.4	1524	100.0	3.0	2.2
> C#CCNC(=O)C1=C[C@@H](C2CC2)C[C@@H](OCc2ccc(CO)cc2)O1
    -8.5	0.8	7.3	0.9	·	0.6	·	1569	·	0.7	-6.1
> CCN(CC)C(=S)SCC(=O)Nc1ccc(S(N)(=O)=O)cc1
    -7.8	10.1	0.4	0.4	0.0127	0.0	3.0	1583	98.0	1.2	-2.3
> CCOP(=O)(OCC)C(C#N)=C1SCN(c2ccccc2)CS1
    ·	3.4	-1.0	·	·	7.5	-4.8	1566	107.8	6.0	-14.1
> CCCOC(=O)C1=C(C)NC2=C(C(=O)CC(C)(C)C2)C1c1cccnc1 (stereo not drawn)
    -7.2	-1.9	3.6	-0.1	0.737	-2.5	3.7	1526	95.7	-1.2	-0.5
> O=C(C1=C[C@H](c2ccc3c(c2)OCO3)C[C@H](OCc2ccc(CO)cc2)O1)N1CCOCC1
    6.8	-2.4	4.0	10.4*	·	-1.2	·	1354	·	-7.6	11.8
> COc1ccc(S(=O)(=O)Nc2cccc(C(C)=O)c2)cc1Br
    -17.8	11.0	6.1	2.3	-1.05	2.3	6.5	1525	95.7	9.0	-9.9
> Cc1ccc(S(=O)(=O)Nc2ccccc2F)cc1C(=O)NCCCN1CCCC1=O
    -22.5	-6.0	-5.6	0.0	·	1.7	4.3	1479	99.8	2.4	-2.5
> CC1CN(C(=O)COC(=O)c2ccc(N)c([N+](=O)[O-])c2)CC(C)O1 (stereo not drawn)
    -14.4	8.7	2.1	0.7	·	6.3	-2.2	1760	97.6	-2.7	-10.2
> Cc1cccc2c(N)c3c(nc12)CCCC3 (tested in a mixture with another compound)
    -17.2	12.2	-21.9	-0.4	0.833	8.0	-7.8	1575	108.7	4.8	0.7
> CCN(C(=O)CSc1cc(C)c2ccccc2n1)c1c(N)n(Cc2ccccc2)c(=O)[nH]c1=O
    1.6	9.6	-6.4	0.9	-0.452	8.0	5.2	1592	99.5	-2.0	-15.1
> CCN(CC)CC#CCC(O)(c1ccccc1)C1CCCCC1 (stereo not drawn)
    10.1	2.3	1.8	-0.8	-2.57	2.2	3.2	1706	102.6	-3.2	11.1
> O=c1[nH]c(Nc2ccc3c(c2)OCCO3)nnc1Cc1ccccc1
    -6.3	0.0	2.4	3.5	-0.171	0.3	6.5	1367	98.7	5.2	4.8
> N#CC(Nc1ccccc1)c1ccccc1OCc1ccccc1 (stereo not drawn)
    ·	-4.5	2.6	14.1*	0.766	6.3	11.1	1504	91.0	-1.0	-8.1
> CC(C)C(c1nnnn1Cc1ccc2c(c1)OCO2)N1CCN(C)CC1 (stereo not drawn)
    ·	5.6	-2.9	1.6	·	4.0	1.9	1564	101.5	8.4	-3.8
> Cc1nc(NC(=O)c2ccccc2[N+](=O)[O-])sc1C(=O)N(C)C
    3.2	-4.3	1.8	0.7	1.15	0.0	28.1	1553	81.3	-1.7	-11.2
> S=c1cnc2ccccc2[nH]1
    -1.9	1.0	-2.1	-0.5	0.94	-11.0	4.3	1536	104.0	-5.4	-14.4
> CCCNC(=O)CN(c1ccccc1)S(=O)(=O)c1ccc(OC)c(OC)c1
    ·	-3.3	6.5	2.4	1.53	4.0	-0.6	1317	103.2	9.3	-10.2
> COc1cc(NS(=O)(=O)c2cc(C)ccc2OC)c(OC)cc1Cl
    6.8	-1.5	0.3	3.3	·	-2.2	9.0	1497	93.5	-3.0	-8.2
> COc1ccc(-c2c(C)nn3c(-c4ccccc4)cc(C)nc23)cc1
    22.6	-1.5	7.1	6.5	-0.0402	6.8	15.5	1552	87.5	4.6	-3.6
> CCN(CC)S(=O)(=O)c1ccc(Cl)c(C(=O)NC(C)C(c2cccs2)N2CCCC2)c1 (stereo not drawn)
    3.1	3.8	16.8	1.2	-0.146	-9.6	-3.3	1770	103.2	5.1	-0.3
> O=C(O)CCCC(=O)NCCCc1ccccc1
    -44.0	1.8	-2.5	3.6	0.286	2.1	8.6	1787	98.2	7.7	3.2
> O=C(CNC(=O)c1ccccc1)N/N=C/c1cccs1
    -7.7	6.0	-5.4	1.2	·	3.5	14.0	1715	93.7	4.7	-4.4
> CCOc1cccc(OCCCOc2cccc3cccnc23)c1
    8.1	-0.1	13.8	-1.0	-1.14	3.9	21.1	1506	84.3	3.2	6.0

Four entries from above, as a markdown table:
| SMILES | S1P3 antag | PPARg SRC1 recr | STAT1 inh | RAM inhibit | ROMK mod | PPARg SRC2 recr | STAT3 blocker | SRC2 TRFRET art | STAT3 activator | PPARg SRC-3 ag | TLR4 MyD88 comp |
| --- | --- | --- | --- | --- | --- | --- | --- | --- | --- | --- | --- |
| CCOc1cccc(OCCCOc2cccc3cccnc23)c1 | 8.1 | -0.1 | 13.8 | -1.0 | -1.14 | 3.9 | 21.1 | 1506 | 84.3 | 3.2 | 6.0 |
| S=c1cnc2ccccc2[nH]1 | -1.9 | 1.0 | -2.1 | -0.5 | 0.94 | -11.0 | 4.3 | 1536 | 104.0 | -5.4 | -14.4 |
| O=C(O)CCCC(=O)NCCCc1ccccc1 | -44.0 | 1.8 | -2.5 | 3.6 | 0.286 | 2.1 | 8.6 | 1787 | 98.2 | 7.7 | 3.2 |
| Cc1nc(NC(=O)c2ccccc2[N+](=O)[O-])sc1C(=O)N(C)C | 3.2 | -4.3 | 1.8 | 0.7 | 1.15 | 0.0 | 28.1 | 1553 | 81.3 | -1.7 | -11.2 |

Going on with the list:
Values in the order: S1P3 antag	PPARg SRC1 recr	STAT1 inh	RAM inhibit	ROMK mod	PPARg SRC2 recr	STAT3 blocker	SRC2 TRFRET art	STAT3 activator	PPARg SRC-3 ag	TLR4 MyD88 comp
> CCCCCCC1CC(C)(/C(C)=N/NC(N)=O)OC1=O (stereo not drawn)
    ·	2.2	6.9	0.1	·	-5.9	1.3	1746	102.9	6.0	1.2
> COc1ccc(S(=O)(=O)Nc2ccccc2OC)cc1C
    -14.6	5.9	1.3	1.9	·	9.7	11.7	1551	91.2	2.4	10.7
> COc1ccccc1C/C(N)=N/OC(=O)/C=C/c1ccccc1
    -2.8	2.1	-7.1	0.9	-1.08	-2.8	3.7	1394	98.6	-3.0	-2.0
> O=C(CC1Sc2ccccc2NC1=O)Nc1ccccc1[N+](=O)[O-] (stereo not drawn)
    -11.3	-0.9	5.7	3.5	·	-0.1	7.3	1621	96.1	-2.7	-12.0
> COc1ccc(C2C(C(=O)N3CCN(c4ccc(OC)cc4)CC3)c3ccccc3C(=O)N2C)cc1 (stereo not drawn)
    ·	-6.1	7.4	-1.3	·	1.5	0.8	1510	102.8	3.5	3.9
> Cc1cc2oc(C(=O)Nc3c(C)n(C)n(-c4ccccc4)c3=O)c(C)c2cc1C
    -4.3	8.8	-5.5	0.1	-0.12	12.5	6.5	1622	96.9	7.8	7.8
> c1ccc(CCNc2nc(-c3ccccn3)cs2)cc1
    -13.7	1.3	-44.3	0.0	-0.108	7.2	15.7	1464	88.3	3.1	-3.8
> Cc1cc(C)c(C#N)c(SCC(=O)c2cccs2)n1
    -16.9	0.9	-24.8	2.9	·	-2.8	4.9	1548	100.4	8.0	-7.0
> COc1ccc(C)cc1S(=O)(=O)N(CC(=O)Nc1cccc([N+](=O)[O-])c1)c1ccc(C)c(C)c1
    2.8	-2.6	3.0	2.6	-0.518	2.0	8.1	1525	95.0	-0.6	2.4
> CC(=O)Nc1ccc(NC(=O)C(C)Oc2ccc(Cl)cc2Cl)cc1 (stereo not drawn)
    9.3	-2.4	-7.2	0.6	·	-0.8	-1.6	1590	105.4	-0.2	2.1
> CCOC(=O)/C(=N/O)C1=NC(C)(C)Cc2cc(C)c(C)cc21
    -10.2	-0.1	0.9	1.4	-1.39	-6.3	1.6	1498	100.6	-5.9	1.8

From PubChem
